Assay outcomes from PubChem.
MITF inh – blocks human microphthalmia-associated transcription factor. O75030. AlphaScreen MITF homodimerization, bead proximity signal. inhibition, % at 2.6 µM. hit rate 0.91% among 650,000. AID 1259374; in the data active = inhibition above about 50%;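 note: 0% = vehicle wells with protein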
TEAD-YAP block – TEAD-YAP interaction inhibition | hit rate 1.4% among 640,000 | inhibition, % at 9.12 µM | HEK-TIYL cells, TEAD-Gal4/YAP UAS-luciferase luminescence; in the data active = inhibition above about 32%;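 note: 0% = median of test compound wells and 100% = reference inhibitor wells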
GPR151 ag – activators of human GPR151; Q8TDV0; PathHunter beta-arrestin GPR151 cells, luminescence; activation, % at 11.2 µM; hit rate 1% among 650,000; AID 1508602; in the data active = activation above about 4.9%;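 note: 0% = median of compound wells and 100% = cells with positive control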
Target sequence (Q8TDV0 whole entry, looked up): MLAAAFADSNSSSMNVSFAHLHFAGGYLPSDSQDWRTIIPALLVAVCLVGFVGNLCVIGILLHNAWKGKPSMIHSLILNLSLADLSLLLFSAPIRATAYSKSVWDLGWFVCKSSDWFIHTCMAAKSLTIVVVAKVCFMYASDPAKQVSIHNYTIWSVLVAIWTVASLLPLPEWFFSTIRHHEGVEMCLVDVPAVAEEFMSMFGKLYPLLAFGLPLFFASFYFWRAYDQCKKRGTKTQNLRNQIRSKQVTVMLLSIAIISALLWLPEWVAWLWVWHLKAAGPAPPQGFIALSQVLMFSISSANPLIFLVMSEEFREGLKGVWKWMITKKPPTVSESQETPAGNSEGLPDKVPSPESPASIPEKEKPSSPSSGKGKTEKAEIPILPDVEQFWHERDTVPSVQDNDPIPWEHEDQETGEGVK
FBW7 activator – human FBW7 E3 ligase activation, primary screen; AlphaScreen FBW7–phospho-cyclin E peptide binding, activator screen; hit rate 0.13% among 650,000; AID 1259310; normalized activity (activation), % at 26.1 µM; Q969H0; in the data active = normalized activity above about 1.9%;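 note: purified mutant Fbw7 with reduced substrate affinity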
Target sequence (Q969H0 whole entry, looked up): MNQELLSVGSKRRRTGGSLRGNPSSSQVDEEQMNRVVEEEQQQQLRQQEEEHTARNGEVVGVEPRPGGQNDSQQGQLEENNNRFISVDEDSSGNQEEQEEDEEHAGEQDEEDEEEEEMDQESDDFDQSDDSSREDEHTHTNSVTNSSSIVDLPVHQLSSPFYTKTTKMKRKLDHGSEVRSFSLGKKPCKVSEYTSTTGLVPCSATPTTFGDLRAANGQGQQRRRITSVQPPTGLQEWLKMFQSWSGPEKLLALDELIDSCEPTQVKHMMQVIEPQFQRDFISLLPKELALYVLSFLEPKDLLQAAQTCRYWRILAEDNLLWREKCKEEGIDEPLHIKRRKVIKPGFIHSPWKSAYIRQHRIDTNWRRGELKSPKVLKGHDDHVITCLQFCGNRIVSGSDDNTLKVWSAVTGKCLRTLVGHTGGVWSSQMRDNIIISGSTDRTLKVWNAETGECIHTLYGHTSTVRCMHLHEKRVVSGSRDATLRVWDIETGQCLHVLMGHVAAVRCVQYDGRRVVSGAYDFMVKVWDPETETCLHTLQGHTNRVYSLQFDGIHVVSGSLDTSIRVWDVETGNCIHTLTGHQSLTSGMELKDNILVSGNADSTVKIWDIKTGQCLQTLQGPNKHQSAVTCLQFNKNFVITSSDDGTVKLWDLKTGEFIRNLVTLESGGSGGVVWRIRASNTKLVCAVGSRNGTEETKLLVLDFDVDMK
* hit, by the source's call; . = not tested or not shown.

mol | MITF inh | TEAD-YAP block | GPR151 ag | FBW7 activator
CCn1cc(C(=O)N2CCn3c(nc4ccccc43)C2)c(=O)c2ccc(C)nc21 | 2 | 5 | 0.3 | -0.1
Cc1ccccc1NC(=S)NC1CC1 | 7 | 11 | 2.1 | 0.6
CCN(CC)CN1C(=O)NC2(CCC(C)CC2)C1=O (stereo unspecified) | 8 | 8 | 0.1 | 0.2
Cc1ccc(CNC(=O)C23CC4CC(C2)CC(n2nnc(C)n2)(C4)C3)cc1 | 16 | -1 | -1.1 | 0.0
COc1ccccc1-n1c(SCC(=O)c2ccc(F)cc2)nc2c(sc(=S)n2-c2ccccc2C)c1=O | 3 | -4 | -0.8 | 0.1
Cc1cc(=O)n2[nH]c(N)nc2n1 | -9 | -10 | 0.2 | 0.1
COc1cc(OC)nc(Oc2ccc(N)c(C)c2)n1 | -6 | -2 | -0.6 | 0.0
COCCCNC(=O)CSc1nc2nc(C)c(Cc3ccccc3Cl)c(C)n2n1 | -2 | 12 | -0.6 | -0.1
O=C(Cc1ccc(Cl)s1)N1CCN(c2ccccc2)CC1 | 8 | -17 | -1.0 | -0.1
COc1ccccc1N1CCN(C(=O)c2ccc(N3CC4CC(C3)c3cccc(=O)n3C4)c(NC(=O)c3cccnc3)c2)CC1 (stereo unspecified) | -7 | 0 | 1.0 | -0.1
O=C(CN1C(=O)c2ccccc2C1=O)Nc1ccc(Br)cc1C(=O)O | -9 | -5 | 2.2 | 0.2
COc1cccc(/C=C(\C#N)C(=O)Nc2ccc(F)cc2)c1 | 8 | -7 | 0.9 | 0.4
CCC(Sc1nc2ccccc2c2nc(-c3ccccc3)nn12)C(=O)Nc1ccc2c(c1)OCO2 (stereo unspecified) | -4 | -13 | -0.4 | -0.1
CCCOc1ccc(N2C(=O)CC(N(CCc3ccc(OC)c(OC)c3)C(=O)Cc3ccccc3)C2=O)cc1 (stereo unspecified) | 12 | 3 | 0.1 | 0.1
CCSc1nnc(-c2cccnc2)n1Cc1ccco1 | -3 | -5 | -0.9 | -0.1
Fc1ccccc1CSc1ccc2nnc(-c3cccnc3)n2n1 | 7 | 7 | -1.2 | 0.1
NC(=O)COc1ccc(NC(=O)c2ccc(Br)cc2)cc1 | 13 | -12 | 0.1 | 0.1
Cc1cc(=O)oc2cc(OCC(=O)c3ccc4c(c3)OCCO4)ccc12 | 15 | -7 | -1.0 | 0.2
COC(=O)c1cc(C)sc1NC(=S)Nc1ccccc1[N+](=O)[O-] | 7 | 8 | -1.2 | -0.1
Nc1ccccc1NC1=C([N+](=O)[O-])CS(=O)(=O)C1 | -3 | -23 | -0.3 | 0.1
CC(C)(C)NC(=O)CSc1nc2ncc(Br)cc2[nH]1 | -8 | -2 | 1.6 | -0.1
O=C(C1CCCN(Cc2ccccc2F)C1)N1CCCCC1 (stereo unspecified) | 69* | 9 | -1.2 | 0.0
Cc1nc2c(c(=O)[nH]1)CCN(C(=O)c1cc3c(s1)CCC3)C2 | 19 | 4 | -0.6 | -0.1
O=C(CN1CCCCCC1)N/N=C/c1ccccc1Cl | 22 | -1 | -0.4 | -0.1
O=C(c1ccc(Cl)c(Cl)c1)N1CCc2c([nH]c3ccccc23)C1c1ccccc1 (stereo unspecified) | -2 | 5 | 0.6 | -0.2
CCn1nc(CC(=O)NCCn2nnn(-c3ccccc3)c2=O)c2ccccc2c1=O | 3 | 6 | 0.0 | 0.0
Cc1ccc(S(=O)(=O)NCCn2nc(C)c(C)c2C)cc1 | 1 | 4 | 2.8 | -0.2
COc1cc(Cl)ccc1S(=O)(=O)n1nc(C)cc1C | -4 | -1 | 0.5 | -0.1
Cc1ccc(C(=O)N/C(=C/C=C\c2ccccc2)C(=O)NC2CCCCC2)cc1 | 10 | 13 | -0.3 | 0.5
COc1ccc(C(C)=O)cc1COC(=O)/C=C/c1ccc(C)o1 | -13 | -1 | 0.8 | -0.1
Cc1ccc2nc(NCCO)c(/C=N/O)c(=O)n2c1 | 4 | 6 | -1.6 | 0.0
CCNC(=O)N/C(N)=N/c1nc2ccccc2s1 | 7 | 4 | -0.8 | 0.0
CC(C)NC(=O)[C@H](CSCc1ccccc1)N1Cc2ccccc2C1=O | -9 | -1 | -0.1 | -0.4
Cc1csc(NC(=O)CSc2nc3ccccc3n2CC(=O)N(C(C)C)C(C)C)n1 | 29 | -2 | 0.2 | 1.5
CCOc1nc(C)ccc1-c1noc(-c2ccccc2OC)n1 | -4 | -20 | 1.4 | 0.1
COCCNC(=O)N1CCN(Cc2nc3ccccc3n2C)CC1 | 78* | 5 | 0.4 | -0.2
CC(C)(C)NC(=O)C(c1ccco1)N(CCN1CCOCC1)C(=O)C(=O)NC1CCCC1 (stereo unspecified) | 1 | -5 | 1.3 | -0.5
CCCCCCn1c(N)nc2c1c(=O)[nH]c(=O)n2C | 9 | 2 | -0.5 | 0.3
O=C(Cc1cccs1)N1CCC(Cn2nc(-c3ccccc3)ccc2=O)CC1 | 7 | 7 | -1.0 | 0.6
O=C(c1ccco1)N(Cc1ccco1)c1ccc(O)cc1 | 14 | 4 | 0.2 | -0.3

Continued.
Values in the order: MITF inh	TEAD-YAP block	GPR151 ag	FBW7 activator
Cc1ccc(S(=O)(=O)N(CC(=O)NC2CC2)c2ccc(C)c(Cl)c2)cc1
 : 11	-4	-2.0	0.6
COCCCNC(=O)c1cc(S(=O)(=O)N2CCCC(C)C2)ccc1F (stereo unspecified)
 : -3	4	2.7	-0.1
O=C(O)CCC/C=C\C/C=C\C/C=C\C/C=C\CCCCC(=O)O
 : 2	.	0.1	.
CC(=O)c1coc2cc(O)ccc12
 : 8	1	-0.8	0.6
CC(C)CNC(=O)c1ccccc1NC(=O)COc1ccc(Cl)cc1
 : 1	-10	0.2	0.0
NC(=O)c1nc(-c2ccc(O)cc2)nc2c1[nH]c(=O)n2Cc1ccccc1
 : 15	6	-1.5	1.1
Cc1nc2sccn2c1C(=O)c1cccc(Cl)c1
 : -2	9	-0.4	-0.2
O=C(CN1N=C(c2ccccc2)Cn2c(cc3sccc32)C1=O)N1CCCC(O)C1 (stereo unspecified)
 : 10	0	0.3	-0.1
CCCCCOC(=O)C1=C(C)NC2=C(C(=O)CCC2)C1c1cccc(Cl)c1 (stereo unspecified)
 : -3	13	0.0	-0.1
O=C(CN1C(=O)C2C3CCC(C3)C2C1=O)N1CCC2(CC1)Nc1ccccc1-n1cccc12 (stereo unspecified)
 : 9	4	0.6	-0.2
O=C(CC(=O)N/N=C\c1ccccc1)NCCc1ccccc1
 : -1	1	-1.0	-0.4
O=C(NC(c1ccc2c(c1)OCO2)c1ccccn1)C1CCN(C(=O)C2CC2)CC1 (stereo unspecified)
 : 6	-6	1.2	-0.2
CCOn1c(=O)c(-c2ccc(F)cc2)[n+]([O-])c2ccccc21
 : -21	0	0.4	-0.2
O=C(O)c1cccc(-c2ccc(/C=N/Nc3nn[nH]n3)o2)c1
 : 11	-21	-5.4	-0.9
NC(=O)c1ccc(NC(=O)c2cccc(I)c2)cc1
 : -13	-10	-1.3	-0.1
CC(C)CN1CCN(Cc2cn[nH]c2-c2ccc(F)cc2)CC1CCO (stereo unspecified)
 : 10	-2	0.8	-0.1
CN(C)S(=O)(=O)Nc1ccc(-c2ccnc(Nc3ccc(S(N)(=O)=O)cc3)n2)cc1
 : 9	-21	-1.0	0.2
CC(C)(C)S(=O)(=O)Nc1nccnc1-c1ccc2c(c1)OCO2
 : 20	-5	-0.5	-0.1
CC1CC(C)CN(S(=O)(=O)CC23CCC(CC2=O)C3(C)C)C1 (stereo unspecified)
 : 6	5	1.7	-0.1
CCC1(C(O)(C#CCN2CCCCC2)c2ccccc2)CCCC1 (stereo unspecified)
 : -10	-3	0.6	-0.1
O=C(Nc1cccc(NC(=O)c2ccc(Cl)c(Cl)c2)n1)c1ccc(Cl)c(Cl)c1
 : 3	4	0.8	0.1
O=C1N=C(N2CCCCC2CCO)S/C1=C/c1ccco1 (stereo unspecified)
 : -8	-6	-1.5	0.5
O=C(Nc1ccc(Cl)c(Cl)c1)c1cc(S(=O)(=O)NCC2COc3ccccc3O2)ccc1F (stereo unspecified)
 : 2	9	0.0	-0.1
Cn1c(=O)c2c(SCC(=O)N3CCCCC3)nc(-c3ccc(F)cc3)nc2n(C)c1=O
 : 8	-2	0.4	-0.2
O=C(N=C1SC2CS(=O)(=O)CC2N1c1ccccc1)c1ccccc1 (stereo unspecified)
 : 2	-3	-1.2	0.0
Cc1nc2ccccc2c(=O)n1/N=C/c1ccccc1O
 : 4	-16	3.8	-0.1
O=C1C(=O)N(C/C=C/CCl)c2ccccc21
 : -2	9	0.7	-0.1
Cc1cc(C(C)(C)C)ccc1OCCOCCN(C)C
 : 72*	12	2.5	0.4
O=C(CSc1nc2ccccc2c(=O)n1CCC(=O)N1CCCCC1)c1ccccc1
 : 4	2	1.3	-0.3
N#CC1=C(N)C(C#N)(C#N)C(c2cccc3ccccc23)C2CN(Cc3ccccc3)CC=C12 (stereo unspecified)
 : 6	12	0.2	0.0
CC1Oc2ccccc2N(CC(=O)NCc2ccc3c(c2)OCO3)C1=O (stereo unspecified)
 : 4	-40	-0.7	-0.1
CCN1C(=O)C2(/C(=C(\O)c3ccc(C)cc3)C(=O)C(=O)N2CCCN(C)C)c2ccccc21 (stereo unspecified)
 : -17	5	0.1	-0.1
CCOC(=O)C(C)n1cnc2c(nnn2-c2cccc(OC)c2)c1=O (stereo unspecified)
 : 6	-22	0.4	0.0
O=C(Nc1cccnc1)c1cc(-c2ccc(O)cc2)on1
 : 12	-69	0.4	0.3
COC(=O)c1cc(Cc2cc(C(C)(C)C)c(O)c(C(C)(C)C)c2)ccc1O
 : -9	11	-0.4	0.1
O=C(NCc1ccccc1)c1c(O)c2cccc3c2n(c1=O)CCC3
 : 15	7	-1.0	0.2
CC(=O)N1CCN(Cc2nc(-c3cccs3)cs2)CC1
 : 3	10	-4.3	0.1
COc1ccc(CNC(=O)C(c2sccc2C)N(C(=O)c2csnn2)C2CC2)cc1 (stereo unspecified)
 : -9	-2	-0.5	-0.1
O=C1N(c2ccccc2)C2CS(=O)(=O)CC2N1c1ccc(F)cc1 (stereo unspecified)
 : 2	-5	0.8	-0.1
COc1c(Cl)ccc(Cl)c1C(=O)NC(=O)Nc1nc(C)cc(C)n1
 : 16	1	-1.1	0.4

Gathered by group: the compounds so far with a COOH group.
Values in the order: MITF inh	TEAD-YAP block	GPR151 ag	FBW7 activator
O=C(CN1C(=O)c2ccccc2C1=O)Nc1ccc(Br)cc1C(=O)O
 : -9	-5	2.2	0.2
O=C(O)CCC/C=C\C/C=C\C/C=C\C/C=C\CCCCC(=O)O
 : 2	.	0.1	.
O=C(O)c1cccc(-c2ccc(/C=N/Nc3nn[nH]n3)o2)c1
 : 11	-21	-5.4	-0.9

(more compounds)
Values in the order: MITF inh	TEAD-YAP block	GPR151 ag	FBW7 activator
Cc1ccc(-c2nnc(N3CCN(C)CC3)c3ccccc23)cc1
 : -5	8	1.1	-0.2
Cc1sc(NC(=O)CCc2ccccc2)c(C#N)c1C
 : -9	31	2.0	-0.1
Cn1c(=O)c2[nH]c(CN3CCN(c4cccc(Cl)c4)CC3)nc2n(C)c1=O
 : 3	1	-0.3	0.1
CCOC(=O)C1CCN(Cc2ccccc2)CC1c1ccccc1 (stereo unspecified)
 : 3	1	2.1	0.1
O=C(Cc1cccs1)N(CC1CCCO1)c1nc2c(F)cc(F)cc2s1 (stereo unspecified)
 : -2	14	1.8	0.1
O=c1[nH]c(O)c(C=Nc2ccncc2)c(=O)[nH]1
 : 4	-7	0.7	0.0
Cc1cc(/C=C2\C(=O)NC(=O)N(c3ccc(F)cc3)C2=O)c(C)n1C1CC1
 : 3	-3	-0.9	0.0
COc1ccc(C(=O)Nc2cc(C(=O)Nc3cc(Cl)ccc3C)ccc2N2CC3CC(C2)c2cccc(=O)n2C3)cc1 (stereo unspecified)
 : 11	-2	-1.9	0.1
Cc1ccc(/C=N/NC(=O)OC(C)(C)C)o1
 : -19	-22	-2.7	0.1
O=C(O)CCn1c(=S)[nH]c2cc(Cl)ccc2c1=O
 : -13	0	1.1	-0.1

A run of entries from the list above, as a working copy:
Values in the order: MITF inh	TEAD-YAP block	GPR151 ag	FBW7 activator
COc1ccc(C(=O)Nc2cc(C(=O)Nc3cc(Cl)ccc3C)ccc2N2CC3CC(C2)c2cccc(=O)n2C3)cc1 (stereo unspecified)
 : 11	-2	-1.9	0.1
Cc1ccc(/C=N/NC(=O)OC(C)(C)C)o1
 : -19	-22	-2.7	0.1

(next part)
Values in the order: MITF inh	TEAD-YAP block	GPR151 ag	FBW7 activator
CSCCNC(=O)c1cc(COc2cc(C)ccc2C)on1
 : 3	6	0.6	0.1
CCCOc1ccc(-c2nn(-c3ccccc3)cc2/C=c2\sc3ncnn3c2=O)cc1C
 : 9	1	-0.5	0.0
CCc1cccc(NC(=O)COc2ccc3oc(=O)cc(C)c3c2)c1
 : 11	9	-1.2	0.3
CCOc1ccc(N(CC(=O)N2CCC(C)CC2)S(=O)(=O)c2ccc(Cl)cc2)cc1
 : 4	3	0.9	0.0
CCCCCOC(=O)c1ccc(NC(=O)c2cccc(C(=O)Nc3ccc(C(=O)OCCCCC)cc3)c2)cc1
 : 14	0	-0.9	0.7
COCCNC(=O)c1cc2n(n1)C(C(F)(F)F)CC(c1ccc(Br)cc1)N2 (stereo unspecified)
 : -6	7	-0.3	0.1
COc1ccc(NC(=O)CC(C)=O)cc1Cl
 : 2	0	0.7	-0.1
CCCNc1ccc2ncc(-c3ccco3)n2n1
 : -8	3	-0.9	-0.2
CCOC(=O)c1cc2c(c(CSc3nc4cc(C(=O)N5CCC(C(N)=O)CC5)ccc4c(=O)n3Cc3ccco3)c1)OCOC2
 : 3	4	-0.4	-0.1
O=C(NCCCN1CCCC1)c1csc2c1CCCCC2
 : 3	3	-0.1	-0.1

The order is random, and some 3.5% of all compounds hit somewhere here.
